# Growth percent in the NCI-60 one-dose screen (48 h, 10 µM unless noted): 100 = growth as untreated, 0 = no growth, -100 = all killed.
# HL-60(TB) – HL-60(TB) leukemia cells; 78,000 tested, 9% active; AID 1794776; active = growth percent below 10
# Numbers without * were called inactive; & = joins results of further samples.
SMILES,HL-60(TB)
COc1ccc2oc(=O)cc(C3C(C#N)=C(N)Oc4n[nH]c(C)c43)c2c1 (stereo not drawn),98.8
N#Cc1c(NC(=O)c2ccccc2)nn2c3c(cnc12)CCC3,106.4
Cc1csc(SCc2nc3sc(C)c(C)c3c(=O)[nH]2)n1,67.7
Cc1ccccc1OCc1ccccc1Cl,106.1
COc1ccccc1OCC(=O)N1CCCCCC1,93.6
OC(COc1ccccc1)CN1CCN(c2cccc(Cl)c2)CC1 (stereo not drawn),118.8
C=C(C[n+]1ccccc1)[C@@H]1CC[C@]2(C(=O)O)CC[C@]3(C)[C@H](CC[C@@H]4[C@@]5(C)CC[C@H](O)C(C)(C)[C@@H]5CC[C@]43C)[C@@H]12,99.7
N#Cc1ccc(OC(=O)Nc2ccccc2C(F)(F)F)cc1,70.8
O=C(CCl)Oc1ccc(C2CCCCC2)cc1,106.2
COc1ccc2c(c1)C(=O)/C(=C/c1ncc([N+](=O)[O-])n1C)O2,-7.5*
Nc1c(C(=O)Nc2cccnc2)sc2nc3c(cc12)CCCC3,87.7
OCc1ccc2ccccc2n1,111.9
O=c1cc(C2NNC(=S)N2)c2ccc3ccccc3c2o1 (stereo not drawn),102.2
O=C1CCC2=C3C4CCCC5OC6CC(=O)CCC6=C(C6CCCC(OC2C1)C36)C54 (stereo not drawn),66.8
NS(=O)(=O)c1ccc(CCn2c(SCC(=O)N/N=C/c3c(Cl)cccc3Cl)nc3ccccc3c2=O)cc1,102.5
O=S(=O)(Nc1ccc(I)cc1Cl)c1ccc(-c2cnc(C3CC3)o2)cc1,9.7*
COc1ccc(-c2cc(C(=O)N=Nc3c(O)[nH]c4ccc(Cl)cc34)c3ccccc3n2)cc1,96.0
O=S(=O)(NCCCNc1cc(-c2cn(-c3ccccc3)nc2-c2ccccc2)ccn1)c1ccc(C(F)(F)F)cc1,39.1
Cc1nnc2n1N=C(c1ccc(Br)cc1)CS2,100.8
CCCCC1=NC2(CCCC2)C(=O)N1Cc1ccc(-c2ccccc2-c2nn[nH]n2)cc1,93.3

# An excerpt of these results, bar-delimited:
Molecule | HL-60(TB)
C=C(C[n+]1ccccc1)[C@@H]1CC[C@]2(C(=O)O)CC[C@]3(C)[C@H](CC[C@@H]4[C@@]5(C)CC[C@H](O)C(C)(C)[C@@H]5CC[C@]43C)[C@@H]12 | 99.7
N#Cc1ccc(OC(=O)Nc2ccccc2C(F)(F)F)cc1 | 70.8
O=C(CCl)Oc1ccc(C2CCCCC2)cc1 | 106.2
COc1ccc2c(c1)C(=O)/C(=C/c1ncc([N+](=O)[O-])n1C)O2 | -7.5*
Nc1c(C(=O)Nc2cccnc2)sc2nc3c(cc12)CCCC3 | 87.7
OCc1ccc2ccccc2n1 | 111.9

# Later entries:
SMILES,HL-60(TB)
CN(C)N=Nc1nn(C(=O)Nc2ccc(Cc3ccccc3)cc2)c2cc(Cl)ccc12,96.8
Cc1cc(=O)oc2cc(OCCOc3ccc(/C=C/C(=O)Nc4ccccc4[N+](=O)[O-])cc3)ccc12,107.7
CSCOC(=O)/C(CCC=C(C)C)=C1\[C@@H](OC(C)=O)C[C@@]2(C)[C@H]1CC(=O)[C@H]1[C@@]3(C)CCNC(=O)[C@@H](C)[C@@H]3CC[C@@]12C,96.6
O=C1Nc2ccccc2/C1=C/C(=O)c1ccc(-n2ccnc2)cc1,103.2
C=C(C)[C@@H]1CC[C@]2(C#N)CC[C@]3(C)[C@H](CC[C@@H]4[C@@](C)(CCC#N)[C@H](C(=C)C)CC[C@]43C)[C@@H]12,70.8
CCCCS(=O)(=O)NC(=O)Nc1ccccc1,98.3
CCCCCCCCCCCC[Si](F)(CCCCCCCC)CCCCCCCC,92.1
CN(C)c1nc(-c2ccco2)n2nc(-c3cccs3)cc2n1,120.6
CC(C)CNCCOC(=O)c1ccc([N+](=O)[O-])cc1,116.0
O=[N+]([O-])c1ccc(N2CCOCC2)cc1,91.1
O=C(O)CN1C(=O)C2C3CCC(C3)C2C1=O (stereo not drawn),99.4
CC(C)CSc1nc(NC2CC2)c(C#N)c(-c2ccccc2)n1,87.4
COc1ccc(C(=O)/C=C/c2cn(Cc3ccc(Cl)cc3)c3ccccc23)cc1,47.2
COc1ccc(C2NC(=O)NC=C2C(=O)c2cc3ccccc3oc2=O)cc1 (stereo not drawn),111.4
CCc1cc2c(cc1C(=O)CBr)C(C)(C)CCC2(C)C,44.1
CCOC(=O)c1c(C)oc2ncnc(Nc3ccc(C(=O)Nc4ccc(OC)cc4)cc3)c12,88.7
Cn1c(=O)c2nc(CC(O)c3ccccc3)c(=O)[nH]c2n(C)c1=S (stereo not drawn),103.7
CC1CCC(OC(=O)CC#N)CC1 (stereo not drawn),94.1
COc1cc2c(c(Cl)c1OC)CCN(C)CC2c1ccccc1 (stereo not drawn),113.2
COc1ccccc1-n1c(SCc2cc(OC)c(OC)c(OC)c2)nc2ccc(Cl)cc2c1=O,-19.6*
COc1cc(-c2nn(-c3cccc(NC(=O)Nc4cccc(C(F)(F)F)c4)c3)cc2-c2ccncc2)ccc1Cl,-18.7*
CCCCCCCCCCCC(=O)NN,83.0
O=S(Cc1ccccc1)c1ccccc1 (stereo not drawn),98.0
c1cc2ccc1CNCCN1CCNCc3ccc(cc3)Oc3ccc(cc3)CNCCN(CCNCc3ccc(cc3)O2)CCNCc2ccc(cc2)Oc2ccc(cc2)CNCC1,-57.4*
C#CCOCC1CN(c2ccccc2)C(=O)O1 (stereo not drawn),95.2
COc1ccc2c(c1)C=CC(C#N)N2 (stereo not drawn),83.6
c1ccc(CNc2nc(Nc3ccccc3)nc3ccccc23)cc1,95.6
Cc1sc2nc(NCCc3c[nH]c4ccc(F)cc34)[nH]c(=O)c2c1C,95.5
CC(=O)/C(=C/c1ccc(-c2ccccc2)cc1)C(=O)c1ccccc1,56.3
CCCN1C(=O)NC(=O)C(CC)(N2C(=O)c3c(F)c(F)c(F)c(F)c3C2=O)C1=O (stereo not drawn),-80.1*
C=CCc1ccccc1OCC(=O)O,84.6
C[C@H](CCCCO)[C@H]1CC[C@H]2[C@@H]3CC[C@@H]4CNCCC[C@]4(C)[C@H]3CC[C@]12C,90.3
C=CCOc1c(CCC)cc(CCC)cc1C(N)=O,78.7
CN(C)CCn1c2ccccc2c2nc3cc4ccccc4cc3nc21,-51.2*
COc1ccc(-c2nc3sc(C)nn3c2/C=C/C(=O)c2cc(OC)c(OC)c(OC)c2)cc1,90.7
COc1ccc(C(=O)C(CN(C)C)CN(C)C)cc1,3.5*
CCCCSc1nc(Nc2ccc(S(N)(=O)=O)cc2)c(C#N)c(-c2cc(OC)c(OC)c(OC)c2)n1,-28.0*
COc1ccc(OC)c(-c2nc3cc4nc5ccccc5[nH]c4cc3n2)c1,98.0
COc1cccc(N(C(C)=O)c2nc(OC(C)=O)cs2)c1,95.7
O=C1/C(=C2\SC(=S)N(Cc3ccco3)C2=O)SC(=S)N1Cc1ccco1,96.9

# Already shown: 2 of the compounds above.
SMILES,HL-60(TB)
COc1cc(-c2nn(-c3cccc(NC(=O)Nc4cccc(C(F)(F)F)c4)c3)cc2-c2ccncc2)ccc1Cl,-18.7*
CCCCCCCCCCCC(=O)NN,83.0

# Following part:
SMILES,HL-60(TB)
CCOC(=O)C(CCC#N)(CCC#N)C(=O)OCC,102.9
N#CCCC(CCC#N)(CCC#N)C(=O)c1ccc(Cl)c(Cl)c1,97.3
COc1ccc(Cn2cc3c(c2-c2ccccc2)CCCc2cnoc2-3)cc1[N+](=O)[O-],27.0
COc1ccccc1/C=C\C#N,90.7
O=C(Nc1ccc(Oc2ccc(F)cc2)c(Cl)c1)c1cccnc1,83.2
COc1ccc2c(c1)c(-c1nc(N)nnc1-c1c[nH]c3ccc(F)cc13)cn2C,58.3
CC(Cl)(Cl)C(=O)O,103.6
CC(C)N1C(=O)c2ccccc2C1=O,110.1
Nc1nc(N)c2nc(CNc3ccc(C(=O)N[C@@H](CCC(=O)O)C(=O)O)c4ccccc34)cnc2n1,27.1
O=C(O)c1ccc(O)cc1O,102.0&95.9
COc1ccc(/C=N\Nc2ccc(S(=O)(=O)c3ccc(N/N=C/c4ccc(OC)cc4)cc3)cc2)cc1,96.9
N#Cc1c(-c2cccc(Cl)c2)cc(-c2ccccc2Br)[nH]c1=O,98.1
O=S(=O)(Nc1ccc(Br)c(Cl)c1)c1ccc(-c2cnc(C3CC3)o2)cc1,-4.3*
CCCCCC1O[C@@H]2CC[C@H]1NC(N)=N2 (stereo partly drawn),100.0
C=C1C(=O)O[C@H]2[C@H]1CC/C(Cn1cc(-c3ccccc3C(F)(F)F)nn1)=C\CC[C@@]1(C)O[C@@H]21,-13.3*
CCN(CC)CCOC(=O)c1cc(OCc2ccccc2)c(OCc2ccccc2)c(OCc2ccccc2)c1,59.6
c1cc(C2CCCCC2)ccc1-c1cnc2nonc2n1,-27.3*
COc1ccc(Cc2c(N)noc2N)cc1,103.9
CCOC(=O)Cc1csc2nc(-c3ccccc3)cn12,99.4
N#Cc1ccc(C(F)(F)F)nc1N1CCC(C(=O)NCc2ccc3c(c2)OCO3)CC1,99.4
CC1(C)CC(=O)C2=C(C1)Oc1c(Cl)cc(Cl)cc1C2,102.7
CC(OC(=O)Nc1cccc(Cl)c1)C(=O)OC1CCCCC1 (stereo not drawn),96.1
O=C1c2c(nc3ccccn23)NC(c2cccnc2)=N[C@H]1Cc1ccccc1,113.9
Fc1ccc2c(-c3cncn3Cc3ccc(I)cc3)c[nH]c2c1,63.2
Cc1nc2nc(C)[nH]c2c(=O)[nH]1,105.9
Cn1c(N)c(NC(=S)NC2CCCCC2)c(=O)n(C)c1=O,101.3
OCc1ccccc1Cn1ccnc1,94.2
COc1cc(/C=C(\NC(=O)c2ccc([N+](=O)[O-])cc2)C(=O)N2CCCC2)c(OC)cc1C=O,96.5
O=C(N/N=C\c1cccc([N+](=O)[O-])c1)N/N=C/c1cccc([N+](=O)[O-])c1,106.8
CC(=O)C(N=Nc1ccc(-c2ccc(N=NC(C(C)=O)C(=O)Nc3ccccc3C)c(Cl)c2)cc1Cl)C(=O)Nc1ccccc1C (stereo not drawn),99.3
N/C(=N\c1nc2ccccc2o1)NC(=O)Nc1ccccc1,80.9
O=c1cc(CP(=O)(O)O)c2cc(O)c(-c3ccccc3)cc2o1,103.9
Oc1ccccc1-c1cncnc1,101.3
O=C1OC2CC1CCC2Br (stereo not drawn),116.7
COc1ccc(/C(=C(\c2ccccc2)[N+](=O)[O-])c2ccc(OCCN3CCCC3)cc2)cc1,64.1
CCOC(=O)c1ccc2c(c1)ncn2-c1ccc(NS(C)(=O)=O)cc1,100.3
O=C(O)c1ccc(C(S(=O)(=O)c2ccccc2)S(=O)(=O)c2ccccc2)cc1,91.8
NC(=O)c1cc2cc(CN3CCCCC3)ccc2o1,91.4
Cc1ccc(C2CC(c3ccc(Cl)cc3)=NN2c2nc(-c3cc4ccccc4oc3=O)cs2)cc1 (stereo not drawn),100.2
Cn1cccc1C(=O)C1C(c2ccc(F)cc2)C2CCCN2C12C(=O)Nc1ccccc12 (stereo not drawn),99.1

# Some of these compounds in order of heavy-atom count, lowest first:
SMILES,HL-60(TB)
OCc1ccccc1Cn1ccnc1,94.2
Cn1c(N)c(NC(=S)NC2CCCCC2)c(=O)n(C)c1=O,101.3
CC(OC(=O)Nc1cccc(Cl)c1)C(=O)OC1CCCCC1 (stereo not drawn),96.1
CCOC(=O)c1ccc2c(c1)ncn2-c1ccc(NS(C)(=O)=O)cc1,100.3
O=C(O)c1ccc(C(S(=O)(=O)c2ccccc2)S(=O)(=O)c2ccccc2)cc1,91.8

# New compounds follow
SMILES,HL-60(TB)
O=C(Cc1cccc(Cl)c1)c1ccccc1,105.4
O=c1[nH]c(CN/N=C/c2ccc(O)cc2)nc2ccccc12,92.6
SCCc1ccccc1,86.0
Nc1cnc2ccccc2c1,95.8
COc1cc(/C=C2\C(=O)N(c3c(Cl)cccc3Cl)c3ccccc32)cc(OC)c1O,-6.4*
CCOc1ccc(CN2CCN(CC(O)COc3ccc(OCC(O)CN4CCN(Cc5ccc(OCC)cc5)CC4)cc3)CC2)cc1 (stereo not drawn),81.8
COc1cc(C2=C(CN)C(O)n3c(-c4ccccc4)cnc3N2)cc(OC)c1OC (stereo not drawn),89.5
CC(C)(C)c1ccc(O)c(CNCCO)c1,113.4
Cn1c(N2NC(=O)C(N=Nc3ccc(S(N)(=O)=O)cc3)C2=O)nc(-c2ccccc2)c(C#N)c1=O (stereo not drawn),117.2
C=C(C)C(=O)OCCO,95.8
COC1=CC(=O)OC(CCc2ccc3c(c2)OCO3)C1 (stereo not drawn),113.0
CCOC(=O)c1c2c(n3ccc(NC(=O)CCN4CCCC4)cc13)C(=O)c1ncccc1C2=O,-34.2*
O=C(Nc1ccc([N+](=O)[O-])cc1)OC1CCS(=O)(=O)C1 (stereo not drawn),93.3
O=C(CCN1C(=O)/C(=C/c2ccc(F)cc2)SC1=S)N1CCOCC1,86.4
C/C(=N/O)c1ccc(NC(=O)CSc2nnc(-c3ccccc3)o2)cc1,54.2
Cc1ccc(-c2nc(NCCO)nc(N)c2C#N)cc1,99.9
COc1ccc(C/C(C)=C(\c2ccc(OCCN3CCCCCC3)cc2)c2ccc(OC(=O)C3CCCCC3)cc2)cc1,17.1
Cc1[nH]c2ccccc2c1C(C[N+](=O)[O-])c1cccs1 (stereo not drawn),99.3
Cc1c(O)cccc1O,110.4
COc1ccc(S(=O)(=O)N(Cc2ccc3c(n2)C=CC(C)(C)O3)C2CCC2)cc1OC,-13.5*
CC1(c2ccc(N)cc2)c2[nH]c3ccccc3c2C(C)(c2ccc(N)cc2)c2[nH]c3ccccc3c21 (stereo not drawn),120.3
Cc1cc2c(C(C)C)c(O)c(O)c(C=O)c2c(O)c1-c1c(C)cc2c(C(C)C)c(O)c(O)c(C=Nc3ccc(Cc4ccc(N)cc4)cc3)c2c1O,95.2
Cc1cc(C(=O)NNC(=NCc2ccccc2)c2cc(C)on2)no1,83.1
C[N+](C)(C)CCOC(=O)CCC(=O)OCC[N+](C)(C)C,100.1
C#CCOc1ccc(/C=N/Nc2nc(-c3cc(Cl)ccc3Cl)cs2)cc1,91.0
Cc1ccccc1NC(=O)/C(=N/N1C(=O)SCC1=S)N1CCOCC1,96.4
N#Cc1ccc([C@H]2c3[nH]c4ccccc4c3C[C@H]3C(=O)N(CCCCCCC(=O)NO)CC(=O)N23)cc1,97.9
COc1cc(-c2nc(-c3nnc(-c4ccc(C(F)(F)F)cc4)o3)c3ccccn23)cc(OC)c1OC,71.5
CCOC(=O)/C(=C(/C)NCC(C)C)c1cc(O)c(O)c2c(C)cc(=O)[nH]c12,-6.7*

# Bioassay records (PubChem)

# The list is partial; count on the stated rates, not on these rows.
